# GPR151 ag: human GPR151 activation. Q8TDV0. PathHunter beta-arrestin GPR151 cells, luminescence. activation, % at 11.2 µM. actives 1% (n = 650,000); in the data active means activation above about 4.9%;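 further: 0% = median of compound wells and 100% = cells with positive control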
# Target sequence (Q8TDV0 whole entry, looked up): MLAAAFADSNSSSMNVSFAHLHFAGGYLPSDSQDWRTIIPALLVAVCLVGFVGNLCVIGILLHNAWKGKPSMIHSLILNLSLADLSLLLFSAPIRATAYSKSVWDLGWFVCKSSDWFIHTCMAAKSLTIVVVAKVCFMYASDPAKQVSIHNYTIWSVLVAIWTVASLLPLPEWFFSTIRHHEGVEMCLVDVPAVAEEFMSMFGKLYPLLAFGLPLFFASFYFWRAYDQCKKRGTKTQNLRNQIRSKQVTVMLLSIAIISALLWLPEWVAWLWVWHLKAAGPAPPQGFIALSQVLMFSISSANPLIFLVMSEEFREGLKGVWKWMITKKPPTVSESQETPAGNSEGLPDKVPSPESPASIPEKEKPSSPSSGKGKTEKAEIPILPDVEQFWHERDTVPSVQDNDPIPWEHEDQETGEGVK
# FBW7 activator: human FBW7 E3 ligase activation, primary screen; Q969H0; AlphaScreen FBW7–phospho-cyclin E peptide binding, activator screen; normalized activity (activation), % at 26.1 µM; actives 0.13% (n = 650,000); AID 1259310; in the data active means normalized activity above about 1.9%;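 further: purified mutant Fbw7 with reduced substrate affinity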
# TEAD-YAP block: TEAD-YAP interaction inhibition; AID 1259422; actives 1.4% (n = 640,000); inhibition, % at 9.12 µM; HEK-TIYL cells, TEAD-Gal4/YAP UAS-luciferase luminescence; in the data active means inhibition above about 32%;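 further: 0% = median of test compound wells and 100% = reference inhibitor wells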
# MITF inh: inhibitors of human MITF. AlphaScreen MITF homodimerization, bead proximity signal. inhibition, % at 2.6 µM. O75030. AID 1259374. actives 0.91% (n = 650,000); in the data active means inhibition above about 50%;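 further: 0% = vehicle wells with protein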
# Target sequence (O75030 whole entry, looked up): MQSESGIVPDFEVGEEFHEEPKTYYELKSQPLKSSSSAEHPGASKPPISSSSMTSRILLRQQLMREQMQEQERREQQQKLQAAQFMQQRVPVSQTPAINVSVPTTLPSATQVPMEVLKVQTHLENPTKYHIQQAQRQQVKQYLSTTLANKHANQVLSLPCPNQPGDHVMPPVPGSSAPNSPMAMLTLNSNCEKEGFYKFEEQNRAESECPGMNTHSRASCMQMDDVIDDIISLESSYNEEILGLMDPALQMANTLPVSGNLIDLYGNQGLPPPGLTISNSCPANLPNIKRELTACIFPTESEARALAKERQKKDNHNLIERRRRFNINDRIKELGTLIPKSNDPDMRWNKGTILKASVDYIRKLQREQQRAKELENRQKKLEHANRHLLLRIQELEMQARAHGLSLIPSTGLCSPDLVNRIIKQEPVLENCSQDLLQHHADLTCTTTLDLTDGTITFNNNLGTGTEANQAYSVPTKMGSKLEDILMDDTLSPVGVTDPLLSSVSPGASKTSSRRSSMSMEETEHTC
# * = called active by the depositor.
# Value order: GPR151 ag	FBW7 activator	TEAD-YAP block	MITF inh
CCSC1=C(C#N)C(c2ccc(F)cc2)CC(=O)N1 (stereo not given)
→ -1.5	0.0	3.0	5.6
CC(=O)N1CCN(Cc2ccccc2)CC1C(=O)NCc1ccco1 (stereo not given)
→ 0.0	-0.1	0.2	1.2
COCCOC(=O)C1=C(C)NC2=C(C(=O)CC(c3ccccc3)C2)C1c1cc(OC)c(OC)c(OC)c1 (stereo not given)
→ -0.7	0.0	8.5	-3.2
CNC(=O)c1c(NC(=O)c2ccc(OC)c(OC)c2)sc(C)c1C
→ 0.7	0.2	-1.3	-3.5
COc1ccc(C(=O)N[C@H](C(=O)OCC(=O)Nc2sccc2C(N)=O)C(C)C)cc1
→ 3.3	0.1	16.4	7.5
CN(C)Cc1ccccc1-c1cccc(OC2CCN(c3ncccn3)CC2)c1
→ -0.2	0.1	2.5	18.3
CC1=C(C(=O)Nc2cccc(C)n2)C(c2cccc([N+](=O)[O-])c2)C2=C(CC(C)(C)CC2=O)N1 (stereo not given)
→ -0.1	-0.3	-0.7	-1.9
Cn1c(=O)c2c(SCC(=O)O)nc(-c3ccco3)nc2n(C)c1=O
→ 0.2	-0.1	-13.2	-13.8
COc1ccc(OC)c(NC(=O)c2nn(-c3ccccc3OC)c(=O)c3ccccc23)c1
→ 1.6	-0.1	8.3	9.3
O=C(Cc1cn(-c2ccc(Nc3ccccc3)nn2)c2ccccc12)NCCOc1ccccc1
→ 2.8	0.0	-4.3	-3.2

# Profiles, quoted from the list:
# CN(C)Cc1ccccc1-c1cccc(OC2CCN(c3ncccn3)CC2)c1 across the screens: GPR151 ag = -0.2; FBW7 activator = 0.1; TEAD-YAP block = 2.5; MITF inh = 18.3
# COCCOC(=O)C1=C(C)NC2=C(C(=O)CC(c3ccccc3)C2)C1c1cc(OC)c(OC)c(OC)c1 (stereo not given) across the screens: GPR151 ag = -0.7; FBW7 activator = 0.0; TEAD-YAP block = 8.5; MITF inh = -3.2

# Additional entries
# Value order: GPR151 ag	FBW7 activator	TEAD-YAP block	MITF inh
O=C(Oc1coc(CSc2ncccn2)cc1=O)c1ccccc1Cl
→ -0.9	-0.5	-0.5	-11.2
COc1cccc(CC2(CO)CCCN(C(=O)C3=CCCC3)C2)c1 (stereo not given)
→ -0.9	-0.2	-4.4	2.5
COc1ccc(OC)c(N(CC(=O)Nc2c(C)cccc2C)S(=O)(=O)c2ccccc2)c1
→ 0.4	0.2	-6.5	-5.4
CN(C)c1ccc(/C=C2/C(=O)NC(=S)N(c3cccc(F)c3)C2=O)cc1
→ 0.1	0.0	1.2	11.0
CC(C)CC(=O)Nc1ccnn1C1CCN(Cc2ccccc2)CC1
→ -0.2	-0.1	11.2	6.5
O=C1CCCN1c1ccc(NS(=O)(=O)c2ccc(F)cc2)cc1
→ -0.8	0.0	31.2	9.0
O=C(Nc1sc2c(c1C(=O)Nc1ccccc1)CCCCC2)c1ccccc1Cl
→ -1.7	-0.1	-2.6	12.2
O=C(Nc1nncs1)C1CCCCC1
→ 0.2	0.7	-9.4	3.8
O=C(NCc1ccccc1Cl)c1ccc2c(c1)NC(=O)C(CSCc1ccc(F)cc1Cl)N2 (stereo not given)
→ -1.2	0.3	-0.9	4.4
CC(=O)C1=C(O)c2cc([N+](=O)[O-])ccc2C1=O
→ -2.3	-0.1	13.6	8.7
Cn1c(=O)c2cc(S(=O)(=O)Nc3cccc(F)c3)ccc2n(C)c1=O
→ -0.5	0.5	10.0	18.8
Cc1cc(C)cc(N(CC(=O)NCc2ccco2)C(=O)CN2C(=O)COc3ccccc32)c1
→ 2.3	-0.6	2.6	-8.5
CCCn1c(SCc2ccc(F)cc2)nc2c1c(=O)n(C)c(=O)n2C
→ 0.9	0.1	1.8	-1.1
COc1ccc(N2C(=O)/C(=C/c3ccc(N(C)C)cc3)N=C2c2cccc(C)c2)cc1
→ -0.8	0.1	-4.8	2.8
CN(CC1CCCO1)S(=O)(=O)c1ccc(C(=O)Nc2sccc2C#N)cc1 (stereo not given)
→ -0.5	-0.1	-19.0	1.1
CN(Cc1nnc(-c2ccccc2)o1)C(=O)CC1C(=O)NCCN1Cc1ccoc1 (stereo not given)
→ -0.3	0.6	-3.4	0.2
CC1CCC(C)C(N2C(=O)c3ccc(Oc4ccc5c(c4)C(=O)N(C4CC(C)CCC4C)C5=O)cc3C2=O)C1 (stereo not given)
→ 0.9	-0.1	1.0	-0.3
COc1cc(C)c2c(=O)c(Oc3ccccc3)c(C)oc2c1
→ 0.5	0.1	-6.8	-8.4
CCC(C)c1ccccc1OCCCN1CCOCC1 (stereo not given)
→ 0.8	-0.2	10.0	61.4*
O=C1CSC(c2ccc(F)c(F)c2)N1c1ccc(Oc2ccccc2)cc1 (stereo not given)
→ 2.2	0.3	-1.0	15.3

# An excerpt from further up, as a working copy:
# Value order: GPR151 ag	FBW7 activator	TEAD-YAP block	MITF inh
CCC(C)c1ccccc1OCCCN1CCOCC1 (stereo not given)
→ 0.8	-0.2	10.0	61.4*
O=C1CSC(c2ccc(F)c(F)c2)N1c1ccc(Oc2ccccc2)cc1 (stereo not given)
→ 2.2	0.3	-1.0	15.3

# Carrying on.
# Value order: GPR151 ag	FBW7 activator	TEAD-YAP block	MITF inh
CCOC(=O)c1c(NC(=O)c2cc(-c3ccccc3C)nc3ccccc23)sc2c1CCCCCC2
→ -1.2	-0.1	1.9	68.7*
Cc1[nH]c2ccccc2c1C(=O)CSc1nnc(Cc2ccccc2)o1
→ -2.1	-0.2	3.0	-9.4
Cc1ccc2c(c1)N(C(C)C(=O)N1CCOCC1)C(=O)CO2 (stereo not given)
→ 0.8	0.0	7.6	9.2
COc1ccc(NC(=O)c2cc(-c3cccs3)on2)cc1OC
→ 0.2	0.6	-9.4	2.0
NC(=O)c1ccccc1NS(=O)(=O)c1ccc(Cl)cc1C(F)(F)F
→ -0.7	-0.1	13.3	-2.0
Cc1ccc(C(=O)Nc2c[nH]c(=O)[nH]c2=O)cc1
→ -2.5	-0.2	-8.7	-3.8
CCOC(=O)c1oc2ccccc2c1NC(=O)C(C)C
→ 0.5	0.7	-6.0	12.5
COC1(C)COC(C)(OC)CO1 (stereo not given)
→ -1.0	-0.2	-2.1	5.0
COc1cc(C2C3=C(CC(C)(C)CC3=O)OC3=C2C(=O)CC(C)(C)C3)cc2sc(=O)oc12
→ -0.1	0.1	16.5	11.4
CCN(CC)C(=O)C1CCCN(c2cc(Nc3ccc(Oc4ccccc4)cc3)ncn2)C1 (stereo not given)
→ 2.5	-0.1	8.0	7.1

# Structures listed so far that have a nitro group on carbon, in the order listed:
# Value order: GPR151 ag	FBW7 activator	TEAD-YAP block	MITF inh
CC1=C(C(=O)Nc2cccc(C)n2)C(c2cccc([N+](=O)[O-])c2)C2=C(CC(C)(C)CC2=O)N1 (stereo not given)
→ -0.1	-0.3	-0.7	-1.9
CC(=O)C1=C(O)c2cc([N+](=O)[O-])ccc2C1=O
→ -2.3	-0.1	13.6	8.7

# The list goes on:
# Value order: GPR151 ag	FBW7 activator	TEAD-YAP block	MITF inh
CC1(C)CC(NC(=O)COc2ccccc2)CC(C)(CNC(=O)COc2ccccc2)C1 (stereo not given)
→ 5.4*	0.1	6.1	8.9
CCS(=O)(=O)Nc1ccccc1Oc1ccccc1
→ -0.2	-0.2	3.8	10.3
COc1ccc(-c2nc3cnccn3c2NCc2ccc3c(c2)OCO3)c(OC)c1
→ -0.1	-0.1	6.5	2.1
CCOC(=O)c1c(NC(=O)c2ccccc2OC)sc(C(=O)Nc2ccc(C)cc2C)c1C
→ 0.0	-0.1	4.8	3.1
CCOC(=O)COc1nc(-c2ccccc2)nc2ccccc12
→ 0.3	-0.2	-7.6	-7.8
O=C(O)C1N(Cc2ccccc2)CCN1Cc1ccccc1
→ -0.2	-0.1	4.8	14.6
CCc1cc(Br)ccc1N1N=C(c2ccc(Cl)cc2)CC1c1ccc(Br)cc1 (stereo not given)
→ -0.5	0.0	4.4	-4.3
CCCN1C(=O)c2ccccc2NC1c1ccc(F)cc1 (stereo not given)
→ -1.4	-0.2	0.7	-6.1
CC(C)N(Cc1nc(-c2ccccc2)no1)S(=O)(=O)c1ccc(Cl)cc1
→ 4.0	0.1	4.1	16.0
Cc1ccccc1Nc1c(-c2ccc(O)cc2)nc2cnccn12
→ -0.1	0.1	-11.0	2.8
CCC(C)n1c(SCC(=O)c2ccc(Cl)cc2)nc2ccsc2c1=O (stereo not given)
→ 0.9	0.7	8.5	20.0
COc1ccc(CC(=O)NCc2nnc(SCCOc3ccccc3)n2C)cc1
→ -0.3	-0.1	1.9	-11.0
COc1ccc(C(c2c(N)n(C)c(=O)n(C)c2=O)c2c(N)n(C)c(=O)n(C)c2=O)cc1
→ 0.0	0.0	2.9	-19.4
Cc1ccc(CSc2nc3cccnc3n2Cc2cc(=O)n3ccccc3n2)cc1
→ 0.5	0.0	-23.1	2.5
COc1ccc(NC2=Nc3ccccc3CCC2)cc1
→ -3.3	-0.1	-20.1	0.1
CC(=O)N(CCC(c1ccccc1)C1CCOC(C)(C)C1)Cc1ccccc1 (stereo not given)
→ 0.2	-0.6	5.8	4.0
CCOC(=O)N1CCC(NC(=O)c2ccc3c(c2)NC(=O)C(CSCc2ccccc2C)N3)CC1 (stereo not given)
→ 1.6	-0.2	-5.4	-0.5
CCCCCOC(=O)C1=C(C)NC(=S)NC1c1ccccc1OCC (stereo not given)
→ -0.9	-0.2	-3.8	4.1
COc1ccc(C(CNCC(O)COc2ccc(C)cc2)N2CCOCC2)cc1 (stereo not given)
→ 0.3	-0.1	-2.6	34.9
CC1=CC(=O)C2C3C=CC(C3)C2/C1=N\OC(=O)c1ccc(C)cc1 (stereo not given)
→ -0.7	-0.2	5.5	-1.4
CC(C)c1ccc(NC(=O)COC(=O)c2ccc(NC(N)=O)cc2)cc1
→ -1.1	0.0	-10.7	2.6
COc1cc(OC)cc(C(=O)N2CCN(Cc3cccc(Cl)c3)CC2)c1
→ 0.3	-0.4	-4.5	52.1*
COc1ccc(C2CC(=O)C3=C(C2)Nc2ccccc2NC3c2ccc(-c3ccccc3)cc2)cc1OC (stereo not given)
→ 0.9	-0.2	-0.7	5.2
O=C(C1CCOCC1)N1Cc2ccccc2OC(c2ccccc2)C1 (stereo not given)
→ 1.9	-0.1	2.0	16.3
COc1ccc(-c2csc(Nc3ccc(C)c(C)c3)n2)cc1F
→ 1.8	-0.1	-34.5	8.2
COC(=O)c1c(NC(=O)c2cccc(S(=O)(=O)N3CCOCC3)c2)sc2c1CCCC2
→ 0.1	-0.1	6.8	-2.6
CC(CC(=O)NCc1ccc(Cl)cc1)S(=O)(=O)c1ccc2c(c1)OCC(=O)N2 (stereo not given)
→ 3.5	-0.1	8.0	-2.3
CCc1cccc(NC(=O)CCS(=O)(=O)c2ccc(C)cc2)c1
→ 0.5	0.0	-2.2	-7.1
COc1cccc(S(=O)(=O)Nc2ccc(F)c(Cl)c2)c1
→ 0.2	0.1	-0.2	-8.9
CCCc1nc(SCC(=O)N2CCOCC2)c2ccccc2n1
→ -0.2	-0.1	-1.1	1.2
O=C(C1CC1)N1CCC(Oc2ccc(C(=O)N3CCCCC3CO)cc2)CC1 (stereo not given)
→ 0.0	0.0	3.8	-19.1
COc1ccc(/C=C/C(=O)Nc2ccc(I)cc2)cc1OC
→ -0.5	0.1	-1.9	9.2
O=C(Nc1ccccc1)c1cc2ccccc2o1
→ -10.0	0.0	13.0	8.9
O=C(Nc1ccc2c(c1)oc1ccccc12)C(F)(F)F
→ 1.3	-0.1	-40.4	-4.4
CCOc1ccc(OCCC(=O)OCC(=O)N(C(C)C)C(C)C)cc1
→ 0.4	0.4	13.6	10.2
COCCOC(=O)/C(=C/c1ccc(OC(C)=O)cc1)C(C)=O
→ -0.3	-0.1	-1.0	6.5
COc1ccc(C(=O)N2CC3(C)C4CCC3(C)C2(C#N)C4)cc1OC (stereo not given)
→ -1.5	0.1	4.1	-1.4
Cc1nnc(N2C(=O)C(=O)/C(=C(/O)c3ccc(F)cc3)C2c2cccc(Oc3ccccc3)c2)s1 (stereo not given)
→ -0.7	0.8	-1.1	6.0
COc1ccnc(N2CCC(N(CC3CC3)C(=O)c3cccnc3)CC2)n1
→ 0.9	0.0	-1.4	3.1
COc1ccc(C(CC(=O)Nc2cccc([N+](=O)[O-])c2)N2Cc3ccccc3C2=O)cc1 (stereo not given)
→ -0.7	0.0	-2.5	3.4
O=C(NNC(=S)NC(=O)C12CC3CC(CC(C3)C1)C2)c1cccnc1
→ 3.4	-0.2	-14.7	14.5
Cc1c(Cl)cccc1-n1c(=O)c(C#N)cc2c(=O)n3ccccc3nc21
→ -0.1	0.0	-4.6	3.6
O=C(Oc1cccc2cccnc12)c1ccc([N+](=O)[O-])cc1
→ 0.3	0.1	6.5	10.1
Cc1ccccc1CN1CCc2nnc(CNC(=O)CCc3cccnc3)n2CC1
→ -0.7	0.1	3.6	7.6
CCCN1C(=O)c2cc(C(=O)NC3CCCCC3)ccc2C1O (stereo not given)
→ -0.4	-0.1	-5.1	-0.1
O=C(CN(C(=O)C(=O)Nc1ccc2c(c1)OCCO2)C1CC1)NC1CCCC1
→ -0.8	0.2	0.0	-13.8
CN1CCN(C(c2ccccc2)C(O)C(=O)c2c[nH]c3ccccc23)CC1 (stereo not given)
→ 0.1	-0.1	-8.3	14.1
Cc1cc(NS(=O)(=O)c2ccccc2)ccc1O
→ 0.8	0.3	-4.8	1.8
Cc1cc(=O)nc2c3ccccc3n(C(C)C(=O)NCCN3CCN(C)CC3)n12 (stereo not given)
→ -1.4	0.0	-1.2	-10.0
CNc1cc(Nc2ccc3c(c2)OCCO3)ncn1
→ -1.9	0.7	-37.1	7.6
